pCIP destab = p/CIP-EGFP fusion destabilizers, primary screen, fluorescence, F442A cells. Q05BA5. 16 h. decrease of EGFP signal, % at 10 µM. actives 0.01% (n = 290,000);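 active means EGFP signal decrease of at least 30% at 10 µM or well 3 SD below plate mean, unless failing retest; inactive means the rest, including hits failing retest or dose response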; further: some compounds called inactive have numbers as strong as hits; many of its hits are not listed in these tables
Target sequence (Q05BA5 1-1403): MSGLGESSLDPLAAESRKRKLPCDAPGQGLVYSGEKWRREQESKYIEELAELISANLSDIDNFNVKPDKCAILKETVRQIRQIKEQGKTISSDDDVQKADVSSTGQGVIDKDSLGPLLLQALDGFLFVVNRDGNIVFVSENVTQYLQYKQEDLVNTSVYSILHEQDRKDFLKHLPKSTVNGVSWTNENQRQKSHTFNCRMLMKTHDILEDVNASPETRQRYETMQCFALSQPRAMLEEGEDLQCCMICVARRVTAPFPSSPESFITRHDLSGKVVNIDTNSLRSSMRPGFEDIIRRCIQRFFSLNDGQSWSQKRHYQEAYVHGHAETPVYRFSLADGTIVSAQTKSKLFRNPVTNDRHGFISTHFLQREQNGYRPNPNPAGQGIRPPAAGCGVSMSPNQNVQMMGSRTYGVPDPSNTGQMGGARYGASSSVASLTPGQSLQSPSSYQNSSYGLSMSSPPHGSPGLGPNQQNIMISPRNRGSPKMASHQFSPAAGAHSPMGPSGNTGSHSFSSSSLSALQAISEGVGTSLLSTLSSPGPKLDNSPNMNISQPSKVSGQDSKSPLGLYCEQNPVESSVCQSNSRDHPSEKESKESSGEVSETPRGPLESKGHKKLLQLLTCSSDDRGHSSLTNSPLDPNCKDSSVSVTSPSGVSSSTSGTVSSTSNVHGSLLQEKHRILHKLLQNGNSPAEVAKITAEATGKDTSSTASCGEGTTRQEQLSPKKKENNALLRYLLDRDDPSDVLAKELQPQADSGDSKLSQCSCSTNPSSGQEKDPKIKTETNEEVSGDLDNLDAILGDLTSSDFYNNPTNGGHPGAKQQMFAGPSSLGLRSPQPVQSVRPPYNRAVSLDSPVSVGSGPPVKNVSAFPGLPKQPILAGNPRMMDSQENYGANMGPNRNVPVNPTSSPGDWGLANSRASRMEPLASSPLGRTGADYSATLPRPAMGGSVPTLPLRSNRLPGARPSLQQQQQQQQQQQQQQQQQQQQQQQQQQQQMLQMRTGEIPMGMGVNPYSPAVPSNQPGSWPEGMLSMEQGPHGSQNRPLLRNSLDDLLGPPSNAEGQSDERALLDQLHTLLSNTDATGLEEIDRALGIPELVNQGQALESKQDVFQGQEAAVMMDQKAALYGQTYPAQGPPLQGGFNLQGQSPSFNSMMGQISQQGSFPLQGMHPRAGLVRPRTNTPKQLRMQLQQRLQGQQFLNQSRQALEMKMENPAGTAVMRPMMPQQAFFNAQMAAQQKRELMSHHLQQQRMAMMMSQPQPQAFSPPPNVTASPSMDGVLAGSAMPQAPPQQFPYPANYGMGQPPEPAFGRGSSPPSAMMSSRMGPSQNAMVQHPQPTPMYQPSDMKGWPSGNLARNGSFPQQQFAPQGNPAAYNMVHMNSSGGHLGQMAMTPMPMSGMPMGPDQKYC
MEKK3 PB1 HTS = modulators of MEKK3-MEK5 PB1 binding, primary screen, biochemical, wildtype MEKK3, multiplex bead flow cytometry, Alexa488-MEK5. binding response (% of control), % at 10 µM. actives 1.4% (n = 290,000). AID 1529, 2009. bead-based flow cytometry, Alexa488-MEK5 binding to MEKK3; actives lie on both sides; 0 = blocked by unlabeled MEK5, 100 = vehicle. Mitogen-activated protein kinase kinase kinase 3 (Homo sapiens), Q99759;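 active means binding response more than 3 SD above or below the average of its plate-row segment, actives on both sides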;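 further: Alexa488 bead fluorescence after subtracting the streptavidin-only scavenger bead signal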
DNA FID counter = compounds displacing fluorescent DNA intercalator, primary screen, artefact control for HCV NS3 helicase inhibitor project, biochemical, FID fluorescence; actives 0.17% (n = 290,000); AID 1845, 2009; inhibition, % at 7.9 µM; DNA fluorescent intercalator displacement; in the data active means inhibition above about 37%;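 further: 0% = vehicle and 100% = reference compound; higher means more ethidium bromide displaced from hairpin DNA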
IMP-1 inhibitor = IMP-1 metallo-beta-lactamase inhibitors, primary screen, biochemical, epi-absorbance readout, Pseudomonas aeruginosa enzyme; metallo-beta-lactamase IMP-1 (Pseudomonas aeruginosa); purified IMP-1, nitrocefin hydrolysis, epi-absorbance fluorescence; inhibition, % at 5.6 µM; actives 0.45% (n = 290,000); AID 1556, 2009;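 active means inhibition above the mean plus 3 SD of all compounds in the same screening run, cut at about 4.5% in these data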;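 further: 0% = IMP-1 with DMSO and 100% = DMSO wells lacking enzyme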
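Assay system: purified IMP-1; Quantity: IMP-1 0.2 nM before substrate addition; Medium: HEPES buffer pH 7.1 with ZnSO4 and Brij 35; Incubation: 15 min enzyme–compound preincubation, then 25 min nitrocefin reaction, 25 °C; Signal: fluorescence quenching readout, ex 480/em 530 nm; Controls: DMSO with and without IMP-1; Repeats: singlicate testing.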
SUMO HTRF inh = inhibitors of in vitro SUMOylation cascade, primary screen, biochemical, HTRF, uHTS; actives 0.36% (n = 290,000); inhibition, % at 35 µM; AID 2006, 2009; HTRF SUMOylation assay, SAE1/SAE2 + UBC9; in the data active means inhibition above about 50%, passing the limit was not always enough; further: strong numbers were not always called active
IDE cell activ = human IDE activators in live cells, primary screen, fluorescence polarization, HEK cells, FAbeta-B substrate | activation, % at 5.96 µM | FAbeta-B cleavage; 0% vehicle, 100% cell-free pure enzyme wells | Insulin-degrading enzyme (Homo sapiens), P14735 | actives 0.073% (n = 340,000);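 active means activation above the mean of all tested compounds plus 3 SD, set per screening campaign, cut at about 17% in these data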
VIM-2 inhibitor = VIM-2 metallo-beta-lactamase inhibitors, primary screen, biochemical, epi-absorbance readout, Pseudomonas aeruginosa enzyme. inhibition, % at 5.6 µM. actives 0.89% (n = 290,000). purified VIM-2, nitrocefin hydrolysis, epi-absorbance fluorescence;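 active means inhibition above the mean of all tested compounds plus 3 SD, cutoff set per screening run, cut at about 7.5% in these data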;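 further: red hydrolysis product quenches plate fluorescence so inhibitors raise well fluorescence; 0% = enzyme with DMSO and 100% = DMSO without enzyme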
PHOSPHO1 inh = PubChem AID 1565. Phosphoethanolamine/phosphocholine phosphatase (Homo sapiens), Q8TCT1. recombinant PHOSPHO1, absorbance phosphatase assay. inhibition, % at 13.3 µM. actives 1.1% (n = 290,000); in the data active means inhibition above about 60%
HCV NS3 hel inh = inhibitors of HCV NS3 helicase, primary screen, biochemical, Cy5 molecular beacon fluorescence. inhibition, % at 10.9 µM. Hepatitis C virus NS3 helicase. actives 0.56% (n = 290,000). NS3 helicase DNA unwinding;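 active means inhibition above the mean of all tested compounds plus 3 SD, set per campaign, cut at about 35% in these data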;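 further: 0% = DMSO wells and 100% = thioflavine S control wells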
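Assay system: hepatitis C virus NS3 helicase domain fragment enzyme. Also added: annealed dual-labelled DNA beacon duplex, ATP-started. Timing: 1 h reaction at 25 °C, ATP-initiated. Technique: Cy5 fluorescence at 0 and 60 min, beacon hairpin quenching. Evaluation: % inhibition of unwinding. Replication: one well per compound.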
Starred values were filed as active, the others as inactive; / = not tested or not shown; & = joins results of further samples.

SMILES | pCIP destab | MEKK3 PB1 HTS | DNA FID counter | IMP-1 inhibitor | SUMO HTRF inh | IDE cell activ | VIM-2 inhibitor | PHOSPHO1 inh | HCV NS3 hel inh
CC(C)(C)c1csc(N/N=C/c2ccc(O)cc2)n1 | -12.3 | 103.0 | 0.3 | -0.8 | -4.4 | 3.0 | -0.6 | 13.9 | -18.2
COc1ccc(CN2CC(=O)N(c3ccc(C)cc3C)C2=S)cc1OC | 2.1 | 108.0 | -29.9 | -1.1 | -13.1 | 2.0 | 1.3 | -3.0 | 17.6
COc1ccc(CCNC(=O)CSc2cc(=O)[nH]c(N)n2)cc1OC | -19.2 | 105.0 | -5.9 | -1.2 | 21.6 | 4.1 | -0.9 | 15.6 | -1.9
CC(C)Sc1snnc1-c1ccccc1 | -7.2 | 102.0 | -0.8 | -3.4 | -0.5 | 1.7 | -2.5 | 28.5 | 3.5
CC(=O)Nc1nc(C2CC2)cc(-c2ccccc2)c1C#N | 3.3 | 71.0 | -6.5 | -1.2 | 6.8 | 2.1 | 1.6 | 57.3 | 5.4
Cc1nnc(SCC(=O)NNC(=O)COc2ccc(Cl)cc2)s1 | 1.6 | 105.0 | -2.5 | -3.9 | -10.9 | 6.5 | -3.8 | 57.8 | -2.3
N#Cc1ccc(C(=O)CN2CCN(c3ccccc3)CC2)cc1 | -19.5 | 101.0 | -3.6 | -1.6 | 16.2 | 2.6 | -0.9 | 17.4 | 6.1
C=CCN1CCN(C(=O)c2ccc3c(c2)OCO3)CC1 | 10.3 | 105.0 | -2.4 | -3.0 | 10.5 | 5.8 | 0.2 | 9.8 | -5.6
COC(=O)CN(C(=S)Nc1ccc(F)cc1)C1CC(=O)N(c2ccccc2)C1=O (stereo not given) | 5.6 | 103.0 | -0.8 | -1.1 | -1.8 | 5.7 | -3.5 | 15.8 | -0.9
COc1ccc(NC(=S)Nc2cc(C)cc(C)n2)cc1OC | 10.0 | 101.0 | -0.2 | -1.5 | -1.1 | -4.7 | -3.0 | 1.1 | -7.8
CSc1nc(Cl)c(Cc2ccc(OCC(C)C)cc2)c(N2CCOCC2)n1 | 0.8 | 94.0 | -3.2 | 0.1 | -10.6 | 3.3 | -2.8 | 6.0 | 2.1
Cc1c(C#N)c(O)[nH]c(=O)c1N=Nc1ccc(Br)cc1C(=O)O | 2.5 | 93.0 | -28.2 | -6.5 | -5.1 | 3.1 | 0.9 | 28.0 | 30.1
COc1ccc(-c2n[nH]c(C)c2-c2cnn(-c3ccccc3)c2)c(O)c1 | -3.4 | 102.0 | -5.5 | -5.6 | -8.5 | 3.1 | -8.6 | -44.6 | -3.7
COc1cccc(C(=O)N2C(C(=O)O)CSC2c2ccccc2Cl)c1 (stereo not given) | -7.1 | 94.0 | -38.2 | -0.1 | -7.8 | 3.5 | -1.7 | 8.4 | 9.8
Cc1cccc(N2CCN(C(c3ccccc3)c3nnnn3C(C)(C)C)CC2)c1C (stereo not given) | 8.9 | 95.0 | -1.8 | 2.3 | 7.1 | 2.7 | -5.2 | -15.8 | 0.5
CCOC(=O)C1CCN(Cc2nc3ccc([N+](=O)[O-])cc3c(=O)n2-c2ccc(OC)cc2OC)CC1 | 13.8 | 100.0 | -1.4 | -2.7 | -0.3 | 3.3 | -0.7 | 32.6 | -0.4
CCCSc1nnc(Cn2c(=O)sc3ccccc32)n1-c1ccccc1 | -5.3 | 100.0 | -28.9 | -4.7 | 9.8 | 4.1 | -1.7 | 13.0 | 1.5
COc1ccccc1/C=N/NC(=O)c1ccc(=O)n(C)c1 | -1.0 | 110.0 | -2.1 | -2.3 | 7.8 | 6.9 | -6.7 | -11.9 | -3.3
COc1ccc(/C=C/C(=O)NCCC(=O)N2CCCN(C)CC2)cc1 | -1.3 | 102.0 | 2.0 | -1.5 | 22.8 | 1.6 | -1.6 | 32.1 | 0.6
CCCCN1CC(COc2ccccc2)OC1=O (stereo not given) | -14.7 | 89.0 | -10.4 | -2.8 | 2.5 | 2.8 | -2.3 | 13.5 | -26.8
O=C(c1ccco1)N1CCN(C(c2coc3ccc(Cl)cc3c2=O)c2nnnn2C2CCCC2)CC1 (stereo not given) | / | 103.0 | -3.2 | -3.7 | / | 5.5 | -2.6 | / | 2.5
O=C(O)CCC(=O)Nc1nc2nc(-c3ccccc3)cc(-c3ccccc3)n2n1 | 1.3 | / | -40.0 | 0.8 | 18.1 | 10.7 | 0.9 | 48.4 | -4.9
CCC(=O)N(CCC1(c2ccccc2OC)CCOC(C(C)C)C1)Cc1ccco1 (stereo not given) | -11.5 | 105.0 | -35.9 | -2.4 | 4.4 | 3.2 | -1.3 | 16.2 | 1.7
C=CCNC(=O)c1onc(CSc2cccc(OCC)c2)c1C(=O)O | -6.2 | 113.0 | -21.5 | -2.2 | 1.1 | 5.2 | -3.3 | -5.7 | 14.3
CC1CCCN(CCCNC(=O)CN2C(=O)CSc3ccc(S(=O)(=O)N4CCOCC4)cc32)C1 (stereo not given) | 1.0 | 105.0 | 14.4 | -0.6 | 13.9 | 7.0 | -0.9 | 19.9 | 4.0
CC(=O)c1ccc(N2CCN(S(=O)(=O)c3ccc4c(c3)CC(=O)N4)CC2)cc1 | 5.7 | 102.0 | -21.6 | -5.0 | -5.3 | 4.0 | -2.5 | 17.6 | 5.2
O=C(COc1ccc(S(=O)(=O)N2CCCC2)cc1Cl)N1CCN(c2ccccc2)CC1 | -9.6 | 107.0 | -35.8 | -2.5 | -7.1 | -3.1 | -1.6 | 18.0 | -3.8
Cc1cc(/N=C/C=C2\N(C)c3ccccc3C2(C)C)n(CCC#N)n1 | -7.0 | 99.0 | -2.7 | -2.2 | 3.3 | 4.5 | -3.3 | 1.6 | 0.9
CCOC(=O)c1ccc([N+](=O)[O-])cc1NC(C)=O | -4.6 | 94.0 | 4.8 | 0.1 | 11.7 | 3.7 | 0.9 | -4.6 | -0.7
CCc1ccccc1N(CC(=O)N1CCCCC1)S(=O)(=O)c1ccccc1 | -8.7 | 102.0 | -32.0 | 0.5 | 3.5 | -4.2 | -4.4 | 34.6 | -2.6
Cc1cccc(N(CC(=O)N2CCOCC2)S(C)(=O)=O)c1C | -2.7 | 105.0 | -2.0 | -7.0 | 26.9 | 1.5 | -2.8 | 9.1 | 2.3
COc1cc2c(cc1OC)C(c1ccsc1)CC(=O)N2 (stereo not given) | 5.1 | 101.0 | -2.2 | 1.3 | 8.8 | 2.3 | -2.0 | -35.8 | 7.0
O=C1NCCc2c1[nH]c1ccc([N+](=O)[O-])cc21 | 9.5 | 95.0 | 5.1 | -3.9 | 10.1 | -9.9 | -2.1 | -15.8 | 7.1
NC(=O)CC1Nc2cccc3cccc(c23)NC1=O (stereo not given) | -2.3 | 100.0 | -12.6 | 9.1* | 10.7 | 3.6 | 8.1* | 6.1 | 61.5*
Cc1ccc(S(=O)(=O)N(C)c2ccc(C(=O)NCC(c3cccs3)N3CCOCC3)cc2)cc1 (stereo not given) | -9.3 | 103.0 | -40.3 | -1.7 | 3.2 | 3.7 | -0.8 | 5.1 | -0.3
CSc1nc(N)nc(SCC(=O)Nc2ccc(Cl)cc2)c1C#N | -13.7 | 103.0 | 10.5 | -1.3 | -38.9 | 10.5 | -0.5 | -128.9 | -22.8
CCCN(CCC)C(=O)COc1cc(=O)n(CC)c2ccccc12 | -3.2 | 99.0 | -23.9 | -4.6 | 19.8 | 2.9 | -3.5 | -0.6 | 0.0
c1ccc(CCn2nnnc2C(c2cccnc2)N2CCOCC2)cc1 (stereo not given) | -16.6 | 75.0 | -0.5 | -0.9 | -2.3 | -0.1 | 0.3 | 5.6 | 7.3
O=C1CSc2ccccc2N1Cc1ccc(F)cc1 | -9.1 | 106.0 | -5.5 | -0.7 | 4.2 | -3.9 | -1.7 | 12.6 | -1.6
COC(C[C@@H](O)CC(=O)[C@@H](C)OCc1ccccc1)OC | -4.9 | 114.0 | / | / | 15.0 | 2.9 | / | 39.7 | /
CCNC(=O)C1CC(=O)N(Cc2ccc(F)cc2)C(=Nc2ccc(OC)cc2)S1 (stereo not given) | -1.3 | 105.0 | -5.5 | -3.1 | 8.4 | 0.4 | 0.0 | 21.2 | 3.4
COc1ccc(-c2nnc(SCc3nnc(-c4ccccc4)o3)n2C)cc1OC | -6.7 | 104.0 | -16.4 | -2.9 | -16.4 | -4.1 | -0.7 | 5.6 | -4.5
C[C@]12C=CC(=O)C=C1CC[C@@H]1[C@@H]2C(=O)C[C@@]2(C)[C@H]1CC[C@]2(O)C(=O)CO | -5.6 | 99.0 | -8.1 | -5.0 | -5.7 | 0.7&10.2 | -2.7 | -5.6 | 6.4
COC(=O)CSc1nnc(CNC(=O)c2ccc(OC)c(OC)c2)n1C | 0.5 | 103.0 | -3.7 | -4.1 | 3.9 | 1.6 | -2.0 | 37.9 | 12.4
O=C(CCCC(=O)c1ccccc1)NCc1ccccc1 | -3.3 | 101.0 | -14.4 | -2.9 | 9.8 | -0.1 | -1.8 | 23.9 | 6.8
O=C(c1ccccc1F)N(Cc1ccccc1)C1CCS(=O)(=O)C1 (stereo not given) | -0.6 | 100.0 | -1.4 | -4.4 | 21.1 | 0.6 | -3.8 | -10.8 | 7.8
Cc1ccccc1C(=O)Nc1ccnn1C1CCN(Cc2cccnc2)CC1 | -6.6 | 106.0 | -6.2 | 0.7 | 3.1 | 1.1 | -1.8 | 43.1 | 4.3
Cc1cc(=O)oc(C)c1C(=O)NCc1ccc(F)cc1 | 0.4 | 114.0 | 1.1 | -1.1 | -4.3 | 1.4 | -1.1 | -13.8 | -2.8
COc1cc(-c2nc3ccccn3c2/N=C/c2cccc(F)c2)ccc1O | -3.1 | 97.0 | -6.0 | -2.8 | 32.3 | -1.1 | -0.6 | -28.5 | -5.6
NC(=O)c1cccnc1OCC(F)(F)F | -1.9 | 96.0 | -2.5 | -2.1 | 9.5 | 0.8 | -2.5 | -8.1 | -9.1
CSc1cc(-c2ccc(Cl)cc2)c(C(=O)NC(C)C)s1 | 1.1 | 99.0 | -12.8 | -0.1 | -39.5 | -2.2 | -0.1 | 39.9 | -3.1

Screens from PubChem.

A portion of the library (hit frequency here may not be typical).
